ST2 IL33 inh: IL1RL1 inhibition. Q01638. AlphaLISA ST2-Fc/biotin-IL-33 interaction, 1 h. inhibition, % for hits at 17 µM. 78,000 tested, 2.3% active. AID 1259354; in the data active = inhibition above about 30%; inconclusive = mostly about 10% to 28%
Target sequence (Q01638 whole entry, looked up): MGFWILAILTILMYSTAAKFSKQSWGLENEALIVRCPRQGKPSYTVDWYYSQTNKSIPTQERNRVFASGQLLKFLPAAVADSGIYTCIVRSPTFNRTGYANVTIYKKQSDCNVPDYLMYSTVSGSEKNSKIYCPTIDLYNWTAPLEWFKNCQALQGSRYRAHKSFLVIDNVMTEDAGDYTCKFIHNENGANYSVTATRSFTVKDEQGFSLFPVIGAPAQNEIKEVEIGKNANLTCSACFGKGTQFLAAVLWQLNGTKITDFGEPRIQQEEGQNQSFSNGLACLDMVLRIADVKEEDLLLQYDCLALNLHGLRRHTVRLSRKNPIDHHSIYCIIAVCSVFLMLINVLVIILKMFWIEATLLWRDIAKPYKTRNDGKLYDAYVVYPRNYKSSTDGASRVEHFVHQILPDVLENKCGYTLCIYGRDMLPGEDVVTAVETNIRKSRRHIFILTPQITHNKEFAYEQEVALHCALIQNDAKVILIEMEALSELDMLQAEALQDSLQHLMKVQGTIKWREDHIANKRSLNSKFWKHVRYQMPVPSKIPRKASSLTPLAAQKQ
Starred values were filed as active, the others as inactive; i = inactive; ? = inconclusive. Not all compounds are listed; the hit share may differ from the screen's.

no.	structure	ST2 IL33 inh
1	Cc1sc(NC(=O)C2CC=CCC2C(=O)O)nc1-c1ccccc1 (centres undefined)	i
2	CCc1nc(C)sc1CNC(=O)CCc1nc(-c2ccccc2C)no1	i
3	CCOc1ccc2cc(C(N)=O)c(=Nc3cccc(C)c3)oc2c1	?
4	Nc1n[nH]c(CC(=O)N(Cc2ccccc2)C2(C(=O)Nc3ccccc3)CCCCC2)n1	i
5	CC(=O)NC1=C(N(C)C)C(=O)c2ccccc2C1=O	?
6	COc1ccc(-c2cc3ccccc3n2CC(O)CNCCO)cc1 (centres undefined)	i
7	Cc1ccc(CCN2CC(C(=O)N3CCN(C)CC3)CC2=O)cc1 (centres undefined)	i
8	CN1CCC(CNC(=O)CCSc2ccc3c(c2)OCCO3)C1 (centres undefined)	?

Gathered by group: the compounds so far with four or more nitrogen atoms.
no.	structure	ST2 IL33 inh
2	CCc1nc(C)sc1CNC(=O)CCc1nc(-c2ccccc2C)no1	i
4	Nc1n[nH]c(CC(=O)N(Cc2ccccc2)C2(C(=O)Nc3ccccc3)CCCCC2)n1	i

Following part:
no.	structure	ST2 IL33 inh
9	CCOc1cc(C2Nc3ccc(C(=O)c4ccccc4)cc3NC3=C2C(=O)CCC3)ccc1O (centres undefined)	?
10	CCCNS(=O)(=O)c1ccc(OC)c(OC)c1	i
11	O=C(Nc1ccccc1)C12CC3CC(CC(C3)C1)C2	i
12	COc1ccccc1NC(=O)COc1c(C)cc(C)cc1Cl	i
13	CCCS(=O)(=O)c1c(S(=O)(=O)CCC)c2c(C)cccn2c1C(=O)c1ccccc1	i
14	CC(=O)NCCCc1nc2ccccc2n1CC(C)C	i
15	Cc1cc(CN(C)Cc2nc3ccc(F)cc3[nH]2)n[nH]1	?
16	CCOCCCNc1c(-c2ccccc2)nc2ccc(Br)cn12	?

Another view of part of the listing above:
13) CCCS(=O)(=O)c1c(S(=O)(=O)CCC)c2c(C)cccn2c1C(=O)c1ccccc1
  ST2 IL33 inh: i
8) CN1CCC(CNC(=O)CCSc2ccc3c(c2)OCCO3)C1 (centres undefined)
  ST2 IL33 inh: ?
12) COc1ccccc1NC(=O)COc1c(C)cc(C)cc1Cl
  ST2 IL33 inh: i
15) Cc1cc(CN(C)Cc2nc3ccc(F)cc3[nH]2)n[nH]1
  ST2 IL33 inh: ?

(listing goes on)
no.	structure	ST2 IL33 inh
17	COc1ccc(Br)cc1C1NC(=O)CCC1[N+](=O)[O-] (centres undefined)	i
18	CCCOc1ccc(NC(=O)c2ccc(OC)cc2)cc1	i
19	CC(C)Cn1cc(C(=O)N2CCOCC2)c2c3ccccc3n(C)c2c1=O	i
20	O=C(c1ccccc1-c1ncn[nH]1)N1CC(c2cccnc2)C1	?
21	CC(=O)Nc1ccc(NC(=O)C2CC(=O)N(c3ccc(F)cc3)C2)cc1 (centres undefined)	?
22	Cc1ccc(N2C(=O)c3ccc(C)cc3C2=O)c(Cl)c1	i
23	CC1=CC[C@@H]2CN(C(=O)c3ccc(-c4ncn[nH]4)cc3)C[C@@H]2C1	?
24	Clc1cccc(C2CC(c3ccccc3)Nc3ncnn32)c1 (centres undefined)	i
25	CC1c2cccn2CCN1C(=O)c1cc(CN2CCC(O)CC2)on1 (centres undefined)	i
26	COCCNC(=O)CN1C(=O)c2ccccc2C1=O	i
27	COc1ccc(NC(=O)COc2ccccc2C)cc1OC	i
28	O=C(O)C1CC=CC[C@@H]1Cc1ccccc1 (some centres undefined)	i
29	CCOC(=O)c1nn(C)c2c1CN(C(=O)c1cc(-c3ccc(C)s3)[nH]n1)CC2	i
30	CCOc1c([N+](=O)[O-])cc2c(C)c(C(=O)N3CCN(C)CC3)oc2c1OCC	i
31	O=C(Nc1nc(-c2ccccc2)cs1)[C@@H]1C[C@@H]2CC[C@H]1C2	i
32	COc1cc(OC)c(C2N(c3ccccn3)C(=O)C3CCCN32)cc1OC (centres undefined)	i
33	COC(=O)[C@@H]1C[C@@H](O)CN1C(=O)CCC(=O)NC1CCCCCC1	?
34	COc1ccc(-c2ccoc2)cc1CNC1CCCC1	i
35	CCOc1ccc(NC(=O)CCS(=O)(=O)c2ccc(Br)s2)cc1	i
36	CCC(=O)Nc1cccc(C(=O)NCc2nc(Cc3cccs3)no2)c1	i
37	Cn1cc(C(=O)NCCCN2CCCC2)c2c3ccccc3n(C)c2c1=O	i
38	Cn1cc(SCc2ccc(F)cc2)c2ccccc21	i
39	CCN(CC)C(=O)C1CCCN(C/C=C/c2ccccc2)C1 (centres undefined)	i
40	O=C(Nc1ccc(F)cc1F)c1cc([N+](=O)[O-])nn1Cc1ccccc1	?
41	C/C=C/c1ccc(OCc2ccccc2)c(OC)c1	i
42	CNC(=O)c1ccc(OC)c(-c2ccccc2OC(F)(F)F)c1	?
43	CC1CCCCC1NC(=O)C1CCN(S(C)(=O)=O)CC1 (centres undefined)	i
44	CCc1nc(C)sc1C(=O)N1CCC(Cc2cccc(C(N)=O)c2)C1 (centres undefined)	?
45	CSc1nc2n(n1)C(c1ccc(F)cc1)C(C(=O)Nc1ccc(C)cc1C)=C(C)N2 (centres undefined)	i
46	COc1ccc(N2C(=O)Nc3cc(Cl)c(Cl)cc3N2O)c(OC)c1	i
47	O=c1[nH]ccc2ccc(-c3ccn[nH]3)cc12	?
48	COc1ccc(NC(=O)CCC(=O)Nc2ccc3nc(N4CCOCC4)cc(C)c3c2)c(OC)c1	i
49	O=C(OCCN1C(=O)c2ccccc2C1=O)c1ccccc1	i
50	CC1=C(C(=O)Nc2ccccc2F)C(c2ccccc2)C2=C(CC(c3ccccc3)CC2=O)N1 (centres undefined)	i
51	O=[N+]([O-])c1cccc2cn[nH]c12	i
52	Nc1nonc1-c1noc(COc2ccc(Cl)cc2)n1	i
53	CCCSc1nnc2c(n1)OC(c1cccnc1)Nc1ccc(Br)cc1-2 (centres undefined)	i
54	CCOC(=O)C1(Cc2ccc(OC)cc2)CCN(C(=O)c2ccc(N3CCCC3)cc2)CC1	?
55	CCCCOc1ccc(-c2nc3s/c(=C\c4cccs4)c(=O)n3n2)cc1	i
56	CC(C)c1ccc(S(=O)(=O)N=C2C=C(Br)C(=O)c3ccccc32)cc1	?
57	O=C1CC(N(CCc2ccccc2)C(=O)c2cccc(F)c2)C(=O)N1c1ccc(F)cc1 (centres undefined)	i
58	OCc1ccc(CN2C[C@H](O)C[C@H]2c2nc(-c3ccc(OC(F)(F)F)cc3)no2)o1	?
59	O=c1oc2ccc(Cl)cc2nc1C=C(O)c1cccs1	i
60	CCCCOc1ccccc1NC(=O)c1cncc(Br)c1	i
61	CCC1CN2CCc3cc(OC)c(OC)cc3C2CC1CC1NCCc2cc(OC)c(OC)cc21 (centres undefined)	i
62	CCOc1cccc(C2C(C(=O)OC(C)CC)=C(C)NC3=C2C(=O)C(C(=O)OC)C(C)C3)c1 (centres undefined)	i
63	Cc1cc(OCC(=O)N(C)C2CCCCC2)ccc1Cl	i
64	CCn1cc(C(=O)NC2CCCC2)c(=O)c2cc(S(=O)(=O)N3CCc4ccccc4C3)ccc21	i
65	O=C(O)c1cccc(N=Cc2cc(Cl)cc([N+](=O)[O-])c2O)c1	i
66	O=C(Nc1ccc2snnc2c1)N1CCCC1	i
67	O=C(NCCc1nc2cccnc2n1-c1ccccc1)Nc1ccccc1Cl	i
68	COc1ccc(C(=O)Nc2cc(C)ccc2OCc2cc(=O)n3oc(C)cc3n2)cc1	i
69	Cc1c(NC(=O)COc2ccc(Oc3ccccc3)cc2)c(=O)n(-c2ccccc2)n1C	i
70	CCCN1CCN(C(=O)CNC(=O)Cn2ccc3ccccc3c2=O)CC1	i
71	CC(=O)N[C@H]1CC[C@]2(C)CC[C@@H]([C@H](C)C(=O)NC3CCCC3)[C@H](O)[C@H]2[C@@H]1C	i
72	CCCc1[nH]nc2c1C(c1ccc(OC(C)C)c(OC)c1)C(C#N)=C(N)O2 (centres undefined)	i

Next results
no.	structure	ST2 IL33 inh
73	CCN(CC)CCn1c(N)nc2ccccc21	i
74	O=C(C[C@@H]1O[C@H](CNCc2ccc(F)cc2)[C@@H](O)[C@H]1O)NCc1cccnc1	i
75	COc1cccc(C2=Nn3c(nnc3-c3ccccc3O)SC2)c1	i
76	O=C(CCCn1c(=O)[nH]c2ccsc2c1=O)NCc1cccnc1	i
77	COc1ccc2[nH]c(C(=O)N3CCCC(N(C)C)CC3)cc2c1 (centres undefined)	i
78	CCOC(=O)c1[nH]ncc1CN1CCN(C2CCN(C(C)C)CC2)C(CCO)C1 (centres undefined)	?
79	Cc1nc(CCN)cc(N2CCN(c3ccncc3C)CC2)n1	i
80	C=C(C)Cn1c(CNC(C)=O)nc2ccccc21	i
81	C=C1C2=C(C(=O)N1OC)[C@H](O)[C@](C)(O)[C@H](CCCCC)O2	?
82	CC1(C)CC(=O)c2cc(OCC(=O)N3CCN(c4ccccc4F)CC3)ccc2O1	i
83	CNS(=O)(=O)c1ccc(CN2CC[C@@H](c3sccc3C)[C@H](O)C2)cc1	?
84	CCOc1cc(C(=O)Nc2c(C)cccc2C)ccc1Cl	i
85	CCOC(=O)N1CCN(Cc2nc(-c3ccc(C(F)(F)F)cc3)oc2C)CC1	?
86	O=C1CC(Nc2ccccc2)C(=O)N1c1cccc(Cl)c1 (centres undefined)	?
87	COc1ccc(NC(=O)N2CCN(c3ccccc3)CC2)cc1	i
88	Cc1nn(C(=O)C2CC2)c(C)c1Sc1ccccc1	i
89	c1ccc(-c2cc(-c3ccccc3)n3ncnc3n2)cc1	i
90	CCOC(=O)N1CCN(C(=O)CSCc2ccc(Cl)cc2)CC1	?
91	CCC(=O)N1CCc2cc(Br)cc(S(=O)(=O)CCC(=O)NCCC(C)C)c21	i
92	COc1ccccc1/C=C/C1=NC(=C\c2ccc(Br)cc2)/C(=O)O1	?
93	Cc1c(C(=O)N2CCN(c3ccccc3F)CC2)sc2nc(-c3ccccc3)cn12	i
94	COc1cc(/C=C2\C(=O)N(c3ccccc3)N=C2C)ccc1OCc1ccc(F)cc1	i
95	CCOc1ccc(-c2csc(-c3cc4ccccc4oc3=O)n2)cc1	?
96	COc1ccc(NC(=O)O[C@@H]2CO[C@H]3[C@@H]2OC[C@@H]3NC(=O)Nc2cccc(C#N)c2)cc1	66%*
97	CCC(=O)N1CCc2cc(S(=O)(=O)NC(C(=O)Nc3cc(C)ccn3)C(C)C)ccc21 (centres undefined)	i
98	CC(C)C[C@@H](N)C(=O)NCc1noc(C2CCCC2)n1	?
99	O=C(O)c1cccc(CN2C(=O)SC(Nc3cccc(C(=O)O)c3)C2=O)c1 (centres undefined)	i
100	CC(C)(C)c1ccc(NC(=O)CSc2nnc3sc4ccccc4n23)cc1	i
101	Cc1cccc(C(=O)N(c2cc(C)cc(C)c2)C2C=CS(=O)(=O)C2)c1 (centres undefined)	i
102	O=C1c2cc(S(=O)(=O)N3CCNCC3)ccc2-c2ccc(S(=O)(=O)N3CCNCC3)cc21	i
103	CSc1cccc(CNC2CC(=O)N(Cc3ccc(F)cc3)C2)c1 (centres undefined)	i
104	CCCOC(=O)C1C2C=CC3(CN(CC4CCCO4)C(=O)C13)O2 (centres undefined)	i
105	CCOc1ccc(C(=O)Nc2ccc(Nc3nc(C)cc(Nc4ccc(OC)cc4)n3)cc2)cc1	30%*
106	Cc1cccc(NC(=O)CN(c2ccc(Br)cc2)S(C)(=O)=O)c1	?
107	Cc1ccccc1-c1nc(CN2CCC(C(=O)N3CCN(c4ccccn4)CC3)CC2)c(C)o1	i
108	Cc1ccc(CN2CCSc3ccc(C(=O)NCCN4CCOCC4)cc32)cc1	i
109	O=C(NCc1cccc(Cl)c1)c1ccc2nc3cc(Cl)ccc3c(=O)n2c1	?
110	C=C1C[C@H](O)[C@@H](O)[C@@]2(C)C1[C@@H](O)[C@H]1OC(=O)C3[C@@H](C)[C@@H](O)[C@@H](O)C2[C@]31C (some centres undefined)	i
111	C=CCc1cc(CN2CC[C@H](O)C[C@@H]2C(=O)O)ccc1OC	?
112	Cc1ccc(CNS(=O)(=O)c2ccc3c(c2)c(=O)n(C)c(=O)n3C)cc1	i
113	COc1cc(CN(C)CC2CCN(Cc3ccc(C)o3)CC2)ccc1F	i
114	CN1CCc2c(sc3c2C(=O)NC(c2cccc(OC(=O)c4cccs4)c2)N3)C1 (centres undefined)	?
115	CCCCCC1CC(O)CC(=O)O1 (centres undefined)	i
116	COc1cccc(CN2CCNC(=O)C2CC(=O)N2CCCC2)c1OC (centres undefined)	i
117	O=C(Cn1c(=O)c2sccc2n(Cc2ccc(Cl)cc2)c1=O)NCc1ccco1	i
118	OC(CN1CCOCC1)Cn1c2ccccc2c2ccccc21 (centres undefined)	?
119	COc1cc(C=O)ccc1OCCCOc1cccc(C)c1C	i
120	Cc1ccc(Cl)cc1NS(=O)(=O)c1ccc2[nH]c(=O)c(=O)[nH]c2c1	i
121	CCOc1ccc(C(=O)Nc2ccccc2C(C)C)cc1[N+](=O)[O-]	i
122	Cc1csc(CNC(=O)c2coc(COc3cccc(C(F)(F)F)c3)n2)n1	?
123	COc1ccc2nc(Nc3nc4ccc(S(C)(=O)=O)cc4s3)sc2c1	i
124	COc1ccccc1C(=O)Nc1c2c(nn1-c1ccc(F)cc1)CS(=O)C2 (centres undefined)	i
125	O=S(=O)(NCc1nc2cccnc2n1Cc1ccc(F)cc1)c1cccc(Cl)c1	i
126	O=C(Nc1ccccc1F)c1ccc(Cl)c(Cl)c1	i
127	N#Cc1c(=N)nc2oc3ccccc3c3cc(-c4ccccc4)[nH]c1c23	?
128	Cc1c(N=Cc2ccc(Br)o2)c(=O)n(-c2ccccc2)n1C	i

Remaining list, next part
no.	structure	ST2 IL33 inh
129	O=C1NCN(c2ccccc2)C12CCN(CCCC(c1ccc(F)cc1)c1ccc(F)cc1)CC2	?
130	O=C(/C=C/c1ccc2c(c1)OCO2)Nc1ccc2c(c1)OCO2	i
131	Cc1nnsc1C(=O)N1CCC(n2nccc2NC(=O)CCCc2ccccc2)CC1	?
132	COc1cc(NC(=O)c2c(F)cccc2F)nc(OC)n1	i
133	Cc1cc(N2CCCC2)nc(N2CCN(S(=O)(=O)c3ccc4c(c3)Cc3ccccc3-4)CC2)n1	i
134	O=C(CN1CCCN(Cc2cccc(F)c2)S1(=O)=O)NCc1ccccc1Cl	i
